High-throughput results: PubChem, National Center for Advancing Translational Sciences (NCATS)
RXFP1 antagonist = RXFP1 (human) relaxin receptor antagonism; Q9HBX9; HEK293-RXFP1, relaxin-stimulated cAMP HTRF, 30 min; hits give low values; activity change, negative = inhibition, % at 57.5 µM; 0.59% of 350,000 active; AID 1259400;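 active = activity change of -60% or lower, but not beyond a set lower limit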; also: % is scaled to controls: 0 for no effect and ±100 for the full control effect
D2 PAM = positively modulates the human D2 dopamine receptor allosterically | P14416 | HEK293 T-REx D2, calcium flux, EC20 dopamine potentiation | potentiation, % at 10 µM | 0.34% of 340,000 active | AID 485347;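 active = potentiation over 3 SD above the plate norm, cut at about 30% in these data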; also: 0% is about no effect
Target sequence (P14416 whole entry, looked up): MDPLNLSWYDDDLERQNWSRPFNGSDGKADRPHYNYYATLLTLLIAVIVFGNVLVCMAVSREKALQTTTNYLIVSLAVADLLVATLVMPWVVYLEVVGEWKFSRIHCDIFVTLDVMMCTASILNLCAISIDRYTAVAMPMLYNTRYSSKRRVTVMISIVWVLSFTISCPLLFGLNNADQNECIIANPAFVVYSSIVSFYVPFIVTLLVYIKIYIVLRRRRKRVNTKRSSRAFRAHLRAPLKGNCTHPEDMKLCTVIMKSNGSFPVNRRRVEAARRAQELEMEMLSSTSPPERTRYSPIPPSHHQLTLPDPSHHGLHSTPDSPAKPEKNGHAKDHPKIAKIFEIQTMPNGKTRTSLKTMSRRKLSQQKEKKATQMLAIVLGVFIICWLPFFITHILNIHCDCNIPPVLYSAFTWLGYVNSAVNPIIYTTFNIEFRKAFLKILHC
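Cells plated with tetracycline inducer and held overnight at 30 C; calcium dye loaded 30–90 min at room temperature; baseline taken, compound added and read 180 s; EC20 dopamine then added and read 180 s.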
TRHR ag = activates the human TRH receptor. TRHR cells, calcium flux fluo-8, FDSS agonist mode. 0.18% of 360,000 active. activation, % at 2 µM. P34981. AID 493084; also: 0% is about no effect
Target sequence (P34981 whole entry, looked up): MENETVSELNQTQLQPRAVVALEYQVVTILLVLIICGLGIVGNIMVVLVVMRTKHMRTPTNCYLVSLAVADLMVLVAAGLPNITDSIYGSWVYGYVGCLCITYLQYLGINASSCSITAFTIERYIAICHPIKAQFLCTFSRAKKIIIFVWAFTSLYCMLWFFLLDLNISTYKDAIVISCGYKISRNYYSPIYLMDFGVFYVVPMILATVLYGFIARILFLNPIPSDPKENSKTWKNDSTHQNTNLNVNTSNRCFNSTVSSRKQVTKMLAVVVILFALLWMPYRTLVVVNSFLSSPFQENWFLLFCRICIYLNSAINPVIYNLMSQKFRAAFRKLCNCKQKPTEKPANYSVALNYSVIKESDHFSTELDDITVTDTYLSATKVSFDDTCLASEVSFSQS
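TRHR-expressing cells, plated overnight in medium with 10% serum, were loaded with fluo-8 calcium dye at room temperature. After a 10 s baseline, library compound was pin-added and calcium release was recorded kinetically (ex 480/em 530) as agonist response.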
D2 agonist = agonists of human D2 dopamine receptor; activation, % at 2 µM; AID 485358; HEK293 T-REx D2 cells, calcium flux agonist mode; 0.53% of 340,000 active; P14416;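 active = activation over 3 SD above normal in the single-dose calcium agonist read, cut at about 30% in these data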; also: 0% is about no effect
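Tetracycline-induced HEK293 T-REx cells with force-coupled D2 receptor, plated overnight at 30 C, loaded with no-wash calcium dye. After a 10 s baseline, compound was pin-added and calcium flux read kinetically for 180 s; calcium rises flagged agonists.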
D2 antag = antagonizes the human D2 dopamine receptor. P14416. HEK293 TREx D2 cells, calcium flux, dopamine EC80. inhibition, % at 10 µM. 2% of 340,000 active. AID 485344; in the data active = inhibition above about 30%; also: 0% is about no effect
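Overnight-induced (tetracycline, 30 C) HEK293 T-REx cells carrying force-coupled D2 receive a no-wash calcium dye, then compound, then EC80 dopamine at 180 s; signals are read kinetically throughout.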
TRHR PAM = allosterically enhances the human TRH receptor; TRHR cells, fluo-8 calcium fluorescence, EC20 TRH enhancement; 0.66% of 360,000 active; enhancement, % at 2 µM; P34981; in the data active = enhancement above about 30%; also: 0% is about no effect
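Enhancer read-out: after compound pinning and an initial kinetic agonist-mode read, an EC20 of TRH (10 nM final) was injected and fluo-8 calcium signal (Ex 480/Em 530) followed at 1 s/cycle for 100 cycles in TRHR-expressing cells.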
D1 antag = blocks dopamine activation of the human D1 receptor; P21728; activity change, negative = inhibition, % at 10 µM; 3.2% of 360,000 active; AID 504652; HEK293 TREx D1 cells, calcium flux, dopamine EC80; hits give low values; in the data active = activity change below about -30%; also: % is scaled to controls: 0 for no effect and ±100 for the full control effect
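Allosteric or orthosteric antagonism assessed as attenuation of the calcium response to EC80 dopamine, added 180 s after compound, in induced HEK293 Trex D1 cells loaded with no-wash calcium dye.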
D1 agonist = human D1 receptor agonism. P21728. HEK293 T-REx D1 cells, calcium flux, agonist mode. activation, % at 2 µM. 1% of 360,000 active; also: 0% is about no effect
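Inducible HEK293 T-REx D1 cells, force-coupled to calcium signalling, were plated at 4000 cells/well with tetracycline and held overnight at 30 C. After no-wash calcium dye loading, compound-evoked calcium rise over 180 s flagged agonists.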
D1 PAM = human D1 dopamine receptor positive modulation; P21728; HEK293 TREx D1 cells, calcium flux, dopamine EC20 potentiation; potentiation, % at 10 µM; 0.036% of 360,000 active; in the data active = potentiation above about 30%; also: 0% is about no effect
Starred values were filed as active, the others as inactive; nt = no result given. Rule as the data show it, unless noted: active = activation above about 30%; inactive = the rest.

no.	Compound	RXFP1 antagonist	D2 PAM	TRHR ag	D2 agonist	D2 antag	TRHR PAM	D1 antag	D1 agonist	D1 PAM
1	CC1(C)C2CCC1(C)C(OCCNCCOC(=O)Nc1ccccc1)C2 (configuration not stated)	-7	8	0.9	3.4	-17	-5	3	12	11
2	Cc1ccc(NS(=O)(=O)c2cc(C(=O)NCc3cccnc3)ccc2C)cc1	-3	6	-0.5	-1.0	-3	-4	38	4	7
3	CC(C)Nc1nc(Oc2ccc(=O)n(-c3ccccc3)n2)nc(N(C)C)n1	-2	-2	-0.1	-1.4	4	4	2	0	-7
4	COc1ccc(-n2c(C)cc(C(=O)COC(=O)Cn3cnc4ccccc43)c2C)cc1	-3	-7	-1.0	-0.1	2	-4	-22	8	-5
5	Cc1noc(C)c1CSc1nnc(-c2cccnc2)n1C1CCCCC1C (configuration not stated)	35	15	-0.2	-1.6	-5	-3	-2	-1	-8
6	Cc1cccc(OCC(=O)NCc2ccc3c(c2)CCN3C(=O)c2ccccc2)c1	-27	2	-0.9	1.0	nt	-4	-15	4	3
7	CCOc1ccc(N(C(=O)/C=C/C(=O)Nc2cc(C)on2)C(C(=O)NC2CCCC2)c2ccccc2C)cc1 (configuration not stated)	nt	-9	-0.4	nt	nt	-1	40	3	-3
8	CCOC(=O)N1CCN(C(=O)CSc2nc(=O)n3ccccc3n2)CC1	-6	0	0.4	0.3	16	4	2	2	2
9	CC(C)n1c(=NC(=O)c2ccco2)c(C#N)cc2c(=O)n3ccccc3cc21	-6	24	1.1	0.9	9	7	11	-2	-7
10	CC(NC(=O)c1cc2c(cc1Cl)N1CCCCCC1=NS2(=O)=O)c1ccc(S(N)(=O)=O)cc1 (configuration not stated)	1	-9	-0.1	0.9	20	3	-11	5	-5
11	O=C(COC(=O)Cn1cnc2ccccc2c1=O)Nc1cc(Cl)ccc1[N+](=O)[O-]	-16	-14	0.5	-0.1	-9	12	-12	1	-2
12	Cn1nccc1C(=O)NC1CC(C)(C)Cc2c1cnn2-c1ccc(F)cc1 (configuration not stated)	2	-5	0.1	0.0	4	-1	8	3	1
13	Cc1c(S(=O)(=O)Nc2ccc3c(c2)OCCO3)c(=O)n(C)c(=O)n1C	11	-7	0.1	0.7	0	-3	-6	7	11
14	COc1ccc(CC(=O)N2CC(=O)Nc3ccc(Br)cc3C2c2ccc(F)cc2)cc1 (configuration not stated)	-29	14	-0.1	-0.7	nt	-1	5	2	1
15	NC(=O)c1sc2nc(-c3cccnc3)ccc2c1N	22	2	-0.9	-0.2	7	-7	-4	2	6
16	COc1ccc(NC(=S)N/N=C/c2ccc(F)c(F)c2)cc1	-8	nt	0.4	nt	nt	2	3	1	-8
17	O=C1NC2=C(C(=O)CCC2)C(c2ccc(OC(F)F)cc2)N1 (configuration not stated)	-13	nt	-2.0	nt	nt	-2	5	9	-3
18	CCN(CC)C(=O)CC(c1ccc(F)cc1)c1ccco1 (configuration not stated)	-6	-5	0.0	nt	nt	6	-3	0	10
19	CN(C)C(=O)c1nc2ccc(Cl)cn2c1CNCc1cccc(OC(F)(F)F)c1	-6	-2	-1.1	0.1	21	1	7	3	-3
20	CCCCC(=O)Nc1cccc(NC(=S)NC(C)=O)c1	16	-1	0.6	0.8	-7	9	-5	0	1
21	CCc1cccc(NC(=O)CCc2c(C)nc3c(-c4ccccc4)c(C)nn3c2C)c1	nt	7	0.2	-1.5	nt	2	-19	1	-5
22	O=S(=O)(c1ccc(Cl)cc1)N1CCSC1c1ccco1 (configuration not stated)	3	5	-0.6	-1.0	-23	-5	2	0	-1
23	CCSc1nc2sc3c(c2c(=O)[nH]1)CC(C)(CC)OC3 (configuration not stated)	-6	-5	0.3	0.3	1	4	-4	3	1
24	Cc1cc(/C=C2\SC(=S)N(C)C2=O)c(C)n1-c1cccc(O)c1	-13	-1	4.2	6.3	19	0	-4	28	-1
25	O=C(C1CCCN(S(=O)(=O)Cc2ccccc2)C1)N1CCC(Cc2ccccc2)CC1 (configuration not stated)	-4	-3	-0.5	-0.1	15	-4	-4	2	0
26	COc1ccc(-n2ncc3c(N4CCCCC4)ncnc32)cc1	nt	12	0.8	0.2	-2	2	-2	4	-1
27	CC(C(=O)NCC1CCCO1)N1C(=O)C2C3CC(C(Br)C3Br)C2C1=O (configuration not stated)	6	nt	0.3	nt	nt	7	-14	1	-1
28	Cc1c(C(=O)NCCN2CCOCC2)oc2ccc(S(=O)(=O)N3CCCCCC3)cc12	8	0	0.7	nt	nt	2	3	12	2
29	COc1cccc(CN(C)Cc2cc(=O)oc3cc(O)c(Cl)cc23)c1	11	-7	-1.8	-0.7	8	4	3	4	8
30	COC(=O)CCSCC(=O)Nc1nnc(C)s1	3	-8	3.0	0.4	2	-6	10	3	4
31	CCOC(=O)C1CCN(C(=O)COc2cc(C)c(Br)cc2C)CC1	-11	-6	-0.1	-0.1	26	2	-19	11	-3
32	Cc1c(Nc2nc3ccccc3nc2NS(=O)(=O)c2cccs2)c(=O)n(-c2ccccc2)n1C	13	16	1.2	0.0	12	0	10	-2	-7
33	C=CCn1c(SCC(=O)NC2CCCCC2)nnc1C(C)NC(=O)c1cccs1 (configuration not stated)	-2	9	-0.1	-0.7	-8	-3	-7	0	-3
34	Cc1ccc(C(=O)O)cc1N1C(=O)c2cccc3c([N+](=O)[O-])ccc(c23)C1=O	nt	-2	1.7	-0.6	5	12	-4	7	-1
35	Cc1cc(C)c(NC(=O)CSC2=Nc3ccccc3C3=NC(CC(=O)NCc4cccs4)C(=O)N23)c(C)c1 (configuration not stated)	-10	1	-0.2	-1.2	nt	-5	4	-1	0
36	CCOc1cc(C2NC(=O)NC2=O)ccc1O (configuration not stated)	0	15	0.4	-0.2	-9	1	6	3	-1
37	COC(=O)c1cccc(NC(=O)CCc2cc(OC)c(OC)c(OC)c2)c1	6	0	0.4	-0.7	-7	10	-25	10	3
38	CN1C(=O)NC(c2ccc(O)cc2)C2=C1CN(c1cccc3ccccc13)C2=O (configuration not stated)	-4	7	1.1	-0.4	14	-2	13	1	1
39	COc1ccc(C(=O)NCCn2cc(SCC(=O)Nc3ccc(F)cc3)c3ccccc32)cc1	nt	24	-0.6	0.7	nt	-9	3	1	-3
40	O=C(CCc1nnc(C2CCCCC2)o1)N1CCN(c2ccccc2F)CC1	10	9	-1.0	0.6	6	4	-8	1	-3
41	COc1ccc(NC(=S)N2CCC(c3nc4ccccc4[nH]3)CC2)c(OC)c1	37	-2	-0.5	-0.8	8	10	-21	1	0
42	O=C(O)c1ccc(CSc2nc(-c3ccccc3)cc(C(F)(F)F)n2)cc1	-26	-2	0.0	-0.4	4	-2	-4	1	-1
43	CCNC(=S)N1CCN(CCN=CC2=C(O)CC(c3cccs3)CC2=O)CC1 (configuration not stated)	1	6	-0.2	0.1	-4	1	-12	0	-4
44	CCc1noc(C)c1C(=O)N(CC)c1nc2c(C)cccc2s1	-18	13	0.2	-1.3	11	-4	2	5	-6
45	Fc1cccc(-c2cc3nc4c(c(N5CCC6(CC5)OCCO6)n3n2)CCCC4)c1	-26	32*	-0.4	-2.0	5	1	15	2	-5
46	CCN(CC)CCN1C(=O)C(O)=C(C(=O)c2cccs2)C1c1ccc(C)o1 (configuration not stated)	0	-9	-0.1	nt	nt	-2	-7	5	7
47	N#Cc1ccccc1NC(=O)C1SC(=Nc2ccccc2)C(C(=O)Nc2ccc(Cl)cc2)=C1N (configuration not stated)	-17	2	0.3	0.3	12	-1	-11	3	-2
48	C/C(=N\NC(=O)C(N)=O)c1ccc(O)cc1O	9	7	-0.6	0.2	-10	0	42	-1	1
49	COc1ccc(CNc2oc(/C=C/c3cc(OC)c(OC)c(OC)c3)nc2C#N)cc1	1	8	3.6	16	nt	1	4	40*	1
50	Cc1ccc(P(=O)(CO)c2ccc(C)cc2)cc1	10	-3	0.2	0.1	2	-1	-1	3	0

(continued)
no.	Compound	RXFP1 antagonist	D2 PAM	TRHR ag	D2 agonist	D2 antag	TRHR PAM	D1 antag	D1 agonist	D1 PAM
51	CCn1c(CNC(=O)COc2c(C)cccc2C)nnc1SCC(=O)Nc1nccs1	4	5	-1.3	0.3	-3	-3	0	-1	0
52	N#Cc1ccc(S(=O)(=O)N2CCC(N3CCCCC3)CC2)cc1	-5	11	0.4	0.0	0	2	5	2	-3
53	Cc1ccc(C(=O)Nc2ccc(N3CCN(C)CC3)cc2)cc1C	7	7	-0.6	-0.2	-4	7	-31*	1	-19
54	COCCN(C(=S)Nc1ccc(OC)cc1)C1CCN(C(C)C)CC1	-7	-12	-0.2	-0.5	-12	8	6	5	-3
55	CC12CCC(C(=O)NNC(=O)c3ccc(Br)cc3)(OC1=O)C2(C)C (configuration not stated)	1	nt	0.2	nt	nt	1	0	-1	-3
56	c1ccc(CN2CCN(c3nc4ccccc4n4cnnc34)CC2)cc1	nt	-32	-0.6	0.8	68*	4	-9	0	-2
57	COc1ccc(C(=O)NC(=S)Nc2ccc(CN3CCOCC3)cc2)cc1	-10	-4	0.9	-0.5	-1	1	-1	5	-3
58	CC(C)(C)c1cc(NS(=O)(=O)c2ccc(Br)s2)no1	-4	-6	-0.2	-0.6	3	-12	-15	1	0
59	O=C1COc2ccc(NC(=O)c3ccccc3C(=O)O)cc2N1	4	9	0.5	0.5	-7	7	6	2	-6
60	N#CCC(=O)Nc1ccc(C(=O)NCC(c2ccco2)N2CCCCC2)cc1 (configuration not stated)	0	-7	1.2	0.2	-5	38*	2	4	1
61	COc1cc(C)c(S(=O)(=O)N2CCCC2)cc1C(C)C	-13	-5	-0.2	-0.4	-17	-4	nt	1	-8
62	COc1ccc(/C(C)=N/Nc2nccnc2Cl)cc1	-5	10	-0.4	0.1	36*	-5	-5	4	-13
63	COc1cc(OC)nc(NC(=O)COC(=O)C2CCCCC2)n1	-2	-3	0.2	0.1	12	-4	10	2	8
64	CCCN1CCC(=NNc2ccc(S(=O)(=O)N(CC)CC)cc2[N+](=O)[O-])CC1	17	-6	-0.3	0.0	-2	1	-20	6	0

Complete entries from above.
Record of N#Cc1ccc(S(=O)(=O)N2CCC(N3CCCCC3)CC2)cc1 → RXFP1 antagonist = -5; D2 PAM = 11; TRHR ag = 0.4; D2 agonist = 0.0; D2 antag = 0; TRHR PAM = 2; D1 antag = 5; D1 agonist = 2; D1 PAM = -3
Record of COc1cc(OC)nc(NC(=O)COC(=O)C2CCCCC2)n1 → RXFP1 antagonist = -2; D2 PAM = -3; TRHR ag = 0.2; D2 agonist = 0.1; D2 antag = 12; TRHR PAM = -4; D1 antag = 10; D1 agonist = 2; D1 PAM = 8

Arranged by SMILES length (rising): some entries from above
no.	Compound	RXFP1 antagonist	D2 PAM	TRHR ag	D2 agonist	D2 antag	TRHR PAM	D1 antag	D1 agonist	D1 PAM
59	O=C1COc2ccc(NC(=O)c3ccccc3C(=O)O)cc2N1	4	9	0.5	0.5	-7	7	6	2	-6
60	N#CCC(=O)Nc1ccc(C(=O)NCC(c2ccco2)N2CCCCC2)cc1 (configuration not stated)	0	-7	1.2	0.2	-5	38*	2	4	1
64	CCCN1CCC(=NNc2ccc(S(=O)(=O)N(CC)CC)cc2[N+](=O)[O-])CC1	17	-6	-0.3	0.0	-2	1	-20	6	0
